# TR SRC2 fluor cs: Total Fluorescence Counterscreen for Inhibitors of the Interaction of Thyroid Hormone Receptor and Steroid Receptor Coregulator 2; TRb/SRC2 Texas Red total fluorescence interference; Potency, µM (titrated, usually from 106 µM), for the others: at the top dose fluorescence change, negative = quenching; actives 0.29% (n = 280,000); active = well fitted curve in either direction with a large enough effect; inconclusive = small, poorly fitted or top-dose-only effect
#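 Human TRβ ligand-binding domain (0.6 uM) and Texas Red SRC2 peptide (20 nM) in Tris buffer with 1 uM T3 and 5% DMSO were incubated with pinned compound for 5 hr at ambient temperature. Total fluorescence was computed as S + 2P (555/632 nm).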
# RECQ1 helicase: qHTS Assay for Inhibitors of RecQ-Like Dna Helicase 1 (RECQ1); Potency, µM (doses to about 57.3 µM), for inactives: top-dose activity, negative = inhibition, most hits filed as inhibitors; RECQ1 DNA unwinding, red fluorescence kinetic read; ATP-dependent DNA helicase Q1 (Homo sapiens), P46063; actives 0.54% (n = 240,000);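 also: plate controls were vehicle for no effect and no enzyme for full effect; nearly all actives have a fitted effect of over 30% in size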
#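 RECQ1T1 50 nM; forked duplex (20 bp + 30-nt ss tails) 200 nM, ATP 2 mM final; pH 8.0, 2 mM MgCl2, 2.5 ug/ml poly(dI-dC); 15 min compound preincubation; discontinuous kinetic read over 2 h at RT.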
# GAA spleen mod: qHTS Assay for Inhibitors and Activators of Human alpha-Glucosidase From Spleen Homogenate. Lysosomal alpha-glucosidase (Homo sapiens), P10253. human spleen homogenate, 4-MU-alpha-glucoside fluorescence. Potency, µM (titrated, usually from 79.9 µM), without a hit: at the highest dose activity change, negative = inhibition, actives largely listed as inhibitors. actives 0.006% (n = 240,000);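 also: 0% = enzyme with vehicle and -100% = no enzyme basal signal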
#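 AC50 values come from Hill-equation fits of concentration-response data, normalized to no-enzyme and full-activity controls. Enzyme source: 1 ug human spleen homogenate; 1 mM fluorogenic 4-MU glucoside, pH 5.0 citrate buffer, 37 C, 40 min.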
# RGS12 GoLoco inh: qHTS Assay for Inhibitors of RGS12 GoLoco Motif Activity (Red Fluorophore). Potency, µM (highest dose often 61.6 µM), for the others: at the highest dose activity, negative = inhibition, hits mostly inhibitors. Guanine nucleotide-binding protein G(i) subunit alpha-1 (Homo sapiens), P63096. actives 0.44% (n = 230,000). AID 880, 2007. Gai1:RGS12 GoLoco peptide FP, rhodamine, 10 min; active = well fitted inhibition curve with a large enough effect, not every such curve was filed as active; inactive = no such curve, though single readings can be large or run the other way; also: nearly all actives have a fitted effect of over 30% in size; many of its hits are not listed in these tables
# Target sequence (P63096 whole entry, looked up): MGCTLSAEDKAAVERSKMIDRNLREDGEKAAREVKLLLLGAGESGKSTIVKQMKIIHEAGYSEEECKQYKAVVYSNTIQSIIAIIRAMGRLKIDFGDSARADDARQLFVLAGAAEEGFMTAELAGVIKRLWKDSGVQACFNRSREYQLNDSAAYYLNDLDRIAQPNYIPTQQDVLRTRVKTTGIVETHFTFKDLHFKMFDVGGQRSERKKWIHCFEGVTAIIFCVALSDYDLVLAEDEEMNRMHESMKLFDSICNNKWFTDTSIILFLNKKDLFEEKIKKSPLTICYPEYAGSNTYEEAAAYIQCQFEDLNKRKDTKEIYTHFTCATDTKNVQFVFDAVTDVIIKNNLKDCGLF
# TRb-SRC2 inh: qHTS for Inhibitors of the Interaction of Thyroid Hormone Receptor and Steroid Receptor Coregulator 2 | AID 1469, 2008 | Thyroid hormone receptor beta (Homo sapiens), P10828 | Potency, µM (top dose mostly 106 µM), without a hit: top-dose activity change, negative = inhibition, hits mostly inhibitors | TRbeta-SRC2 peptide binding, fluorescence polarization; receptor liganded with 1 µM T3 | actives 0.065% (n = 280,000);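 also: plate controls were bound peptide for no effect and peptide without receptor for full effect; nearly all actives have a fitted effect of over 50% in size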
# Target sequence (P10828 whole entry, looked up): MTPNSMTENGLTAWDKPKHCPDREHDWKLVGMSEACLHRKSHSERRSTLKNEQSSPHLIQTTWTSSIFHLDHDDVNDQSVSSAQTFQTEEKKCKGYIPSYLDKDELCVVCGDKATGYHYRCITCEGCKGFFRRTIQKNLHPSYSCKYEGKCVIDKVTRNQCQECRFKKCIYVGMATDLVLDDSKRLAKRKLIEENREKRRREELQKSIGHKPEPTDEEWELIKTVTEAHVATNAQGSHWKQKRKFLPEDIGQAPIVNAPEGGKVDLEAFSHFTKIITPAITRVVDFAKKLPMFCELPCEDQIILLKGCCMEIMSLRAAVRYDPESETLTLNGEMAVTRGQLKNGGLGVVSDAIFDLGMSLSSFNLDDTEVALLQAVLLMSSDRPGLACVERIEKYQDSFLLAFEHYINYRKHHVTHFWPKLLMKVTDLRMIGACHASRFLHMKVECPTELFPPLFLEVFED
#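 Quantitative HTS by FP: 0.6 uM TRb LBD, 20 nM labeled SRC2 20-mer, 1 uM T3, 5% DMSO; 5 hr ambient incubation; % activity per concentration and potencies from concentration series.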
# GAA glycogen: qHTS Assay for Inhibitors and Activators of Human alpha-Glucosidase Cleavage of Glycogen. AID 2100, 2009. Potency, µM (titrated, usually from 76.4 µM), inactives show at the top dose activity change, negative = inhibition, usual class: inhibitors. actives 0.38% (n = 300,000). recombinant GAA, glycogen substrate, Amplex Red glucose oxidase fluorescence. Lysosomal alpha-glucosidase (Homo sapiens), P10253;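 also: 0% = full enzyme reaction and -100% = no-enzyme basal signal; the screen sought inhibitors and activators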
#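 Recombinant enzyme (4 nM final) with compounds titrated up to 77 uM and bovine liver glycogen (30 ug) in citrate pH 5.0, 0.01% Tween-20, 37 C 40 min. Released glucose detected by Amplex Red/glucose oxidase (Ex 573/Em 610); AC50 from Hill fits.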
# GAA inhib: qHTS Assay for Inhibitors of Human alpha-Glucosidase as a Potential Chaperone Treatment of Pompe Disease; Lysosomal alpha-glucosidase (Homo sapiens), P10253; purified human GAA, 4-MU-alpha-glucoside fluorescence; Potency, µM (doses to about 76.9 µM), inactives show at the top dose activity change, negative = inhibition, actives largely listed as inhibitors; actives 0.005% (n = 200,000); AID 1466, 2008;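 also: plate controls were uninhibited enzyme wells for no effect and no-enzyme background for full effect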
#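 Human enzyme at 4 nM with 400 uM 4-methylumbelliferyl-alpha-D-pyranoside, citrate/phosphate buffer pH 5.0, 0.005% Tween-20, 20 min at room temperature. Compounds up to 77 uM. 4-MU fluorescence (Ex 365/Em 440) read after NaOH/glycine stop; AC50 from Hill fit.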
# L3MBTL1 inh: qHTS Assay for the Inhibitors of L3MBTL1; AID 485360, 2010; AlphaScreen L3MBTL1–H3K9me1 peptide binding; Potency, µM (series often up to 57.1 µM), without a hit: top-dose activity, negative = inhibition, hits mostly inhibitors; Lethal(3)malignant brain tumor-like protein 1 (Homo sapiens), Q9Y468; actives 0.66% (n = 230,000); also: nearly all actives have a fitted effect of over 60% in size
#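 L3MBTL1 50 nM + b-AHA-H3(1-15)K9me1 75 nM, 30 min RT; compound added, 30 min RT; streptavidin donor/Ni-chelate acceptor beads 10 ug/mL each final, 30 min RT dark; AlphaScreen read.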
# Active calls of the source: *; i = inactive; ? = inconclusive; / = no result given; [ ] = another dose, or the depositor's remark. Unless noted, calls follow the shape of the dose curve; as a rule, active = well fitted curve in the direction sought with a large enough effect; inconclusive = small, poorly fitted or top-dose-only effect, or another doubt; inactive = no such curve, though single readings can be large; an effect the other way counts as inactive or inconclusive. Unless noted, % is scaled to controls: 0 for no effect and ±100 for the full control effect; potency is read from the fitted curve at half-maximal effect.
structure,L3MBTL1 inh,GAA glycogen,TRb-SRC2 inh,GAA spleen mod,RGS12 GoLoco inh,TR SRC2 fluor cs,RECQ1 helicase,GAA inhib
COc1ccc(-n2cccc2/C=C2\C(=N)N3N=C(c4ccco4)SC3=NC2=O)cc1,16µM*,6%,?,/,36%[activator],?,?,?
O=C(Nc1ccc(S(=O)(=O)Nc2ncccn2)cc1)c1ccc(S(=O)(=O)N2CCCC2)cc1,?,4%,-3%,9%,93%[activator],-2%,10%,-14%
COc1ccc(C2C(=O)c3ccccc3C2=O)cc1OC,/,?,-7%,-1%,-3%,-5%,2%,3%
CCC(=O)NC(=S)Nc1ccc(NC(=O)c2ccc([N+](=O)[O-])cc2Cl)cc1,-2%,1%,-1%,-1%,1%,2%,-8%,1%
O=C(COc1ccc(Cl)cc1)Nc1nc(-c2cccs2)cs1,30%,-9%,2%,-14%,2%,-1%,-15%,0%
Cc1nn(Cc2cccc(C(=O)Nc3ccn(Cc4ccccc4)n3)c2)c(C)c1[N+](=O)[O-],/,1%,-8%,-3%,-2%,0%,-5%,?
CCCCn1c(-c2cccs2)nc2oc3ccccc3c(=O)c2c1=O,3%,-6%,-3%,-13%,5%,-2%,-8%,4%
Cc1nn(-c2cc(C(F)(F)F)ccc2Cl)c2nc(C(Cl)(Cl)Cl)[nH]c(=O)c12,2%,-6%,-5%,0%,0%,-1%,-1%,/
CCCn1c(SCC(=O)NC(C)c2ccccc2)n[nH]c1=O (centres undefined),4%,-8%,4%,/,-5%,0%,-2%,2%
C=CCN(CC=C)S(=O)(=O)c1ccc(NC(=S)NC(=O)/C=C/c2ccc(C)cc2)cc1,/,8%,-6%,1%,4%,-2%,-3%,-5%
CCOc1cc(N2CCOCC2)c(OCC)cc1NC(=O)Cc1ccccc1OC,-21%,3%,-5%,-1%,49%[activator],1%,-6%,-2%
COCC(=O)Nc1ccc(OCc2ccccc2)cc1,-8%,-2%,-5%,-1%,5%,-1%,-3%,8%
O=C(NCC1CCCO1)c1nc2c(nnn2Cc2ccccc2Cl)c(=O)[nH]1 (centres undefined),4%,1%,-9%,-1%,19%,1%,i,6%
Cc1cccc(-n2nnc(C(=O)NCc3ccccn3)c2N)c1,11%,4%,3%,-3%,1%,-5%,11%,-11%
N#C/C(=N\Nc1cccc(F)c1)C(=N)N1CCCCCC1,14%,-9%,-1%,/,0%,-1%,i,-11%
COc1ccc(Cl)cc1NC(=O)CN(C)C(=O)COc1ccccc1F,/,-3%,-5%,2%,5%,-3%,-4%,-1%
COc1ccccc1-c1ccc(SCC(=O)NCCc2ccccc2)nn1,7%,1%,7%,/,4%,-2%,i,-2%
O=C(Nc1ccc(N2CCN(C(=O)c3ccccc3)CC2)c(Cl)c1)c1ncn[nH]1,/,5%,2%,-16%,-2%,-9%,-2%,/
COc1ccc(NS(=O)(=O)c2ccc(NC(=O)c3ccc(Br)cc3)cc2)nn1,0%,-6%,1%,-2%,18%,-5%,i,3%
Cc1nc(NC(=O)CCCC(=O)Nc2nc(C)c(C)s2)sc1C,-9%,3%,-8%,-1%,2%,-4%,i,-1%

# At a glance, some entries already given.
structure,L3MBTL1 inh,GAA glycogen,TRb-SRC2 inh,GAA spleen mod,RGS12 GoLoco inh,TR SRC2 fluor cs,RECQ1 helicase,GAA inhib
COc1ccc(NS(=O)(=O)c2ccc(NC(=O)c3ccc(Br)cc3)cc2)nn1,0%,-6%,1%,-2%,18%,-5%,i,3%
Cc1nc(NC(=O)CCCC(=O)Nc2nc(C)c(C)s2)sc1C,-9%,3%,-8%,-1%,2%,-4%,i,-1%

# Remaining list, next part.
structure,L3MBTL1 inh,GAA glycogen,TRb-SRC2 inh,GAA spleen mod,RGS12 GoLoco inh,TR SRC2 fluor cs,RECQ1 helicase,GAA inhib
CCOC(=O)CC1OC(=O)c2cc3c(cc21)C(=O)OC3CC(=O)OCC (centres undefined),6%,5%,-7%,0%,-1%,0%,-4%,/
COc1cc2oc3ccccc3c2cc1N(CC(=O)N(C)C)S(=O)(=O)c1ccccc1,/,4%,-10%,-8%,-4%,0%,-7%,-3%
COc1ccc([N+](=O)[O-])cc1NC(=O)C(C)OC(=O)c1cccnc1 (centres undefined),1%,2%,-1%,-4%,4%,-4%,0%,0%
COc1ccc(/C(N)=N/OC(=O)c2cccc([N+](=O)[O-])c2C)cc1OC,/,8%,-1%,-2%,4%,-3%,-17%,?
Cn1c(=O)[nH]c(=O)c2c1nc(N1CCN(Cc3ccccc3)CC1)n2CCSc1ncccn1,/,-11%,-23%,-17%,1%,-3%,-4%,-2%
Cc1cccn2c(=O)c(/C=C(\C#N)S(=O)(=O)c3ccc(Cl)cc3)c(N3CCC(C(N)=O)CC3)nc12,/,-5%,3%,-4%,16%,-1%,i,-6%
CC1CCCN(c2ccc([N+](=O)[O-])cc2C(=O)c2ccccc2)C1 (centres undefined),-10%,14%,-6%,-18%,15%,0%,-4%,-8%
Cc1c(C)c2cc(Cl)c(O)c(CN3CCCC(C)C3)c2oc1=O (centres undefined),-13%,-13%,-16%,?,10%,-1%,-4%,?
Cc1occc1C(=O)NCCc1cccc(Cl)c1,/,5%,?,4%,12%,2%,i,2%
Cc1oc2nc(SCC(=O)Nc3ccc(S(N)(=O)=O)cc3)nc(NC(=O)c3ccccc3)c2c1C,/,4%,-2%,-3%,4%,-5%,-14%,5%
CC(C)=CCC/C(C)=C/C=N/NC(=O)c1ccccc1[N+](=O)[O-],-3%,-7%,4%,-2%,/,-3%,-4%,1%
CCCCn1nc2cc(C(=O)NCc3ccc(OC)cc3)ccc2c1OCC,-6%,-3%,-2%,-10%,8%,1%,-30%,3%
CCOC(=O)c1c(C)n(C)c2ccc(OC(=O)c3ccc([N+](=O)[O-])cc3)cc12,7%,-1%,-30%,-4%,3%,1%,-11%,5%
COCCCNC(=O)c1cc(OC)c(OC)c(OC)c1,/,1%,4%,-5%,3%,0%,9%,-2%
CCCCOc1ccc(S(=O)(=O)NNC(=O)c2cc3ccccc3o2)cc1,-12%,?,2%,5%,2%,0%,-3%,10%
Cc1ccc(C(=O)N2CCC3(CC2)Oc2ccc(Cl)cc2C(=O)C32CC(c3cccnc3)=NO2)s1 (centres undefined),/,-3%,-3%,2%,2%,2%,-22%,/
COc1ccc(CNC(=O)c2ccc(N3CCOCC3)c([N+](=O)[O-])c2)cc1,-20%,2%,-3%,/,13%,-1%,i,-6%
c1csc(-c2cn3c(n2)SCC3)c1,-7%,1%,5%,-7%,12%,0%,i,-7%
COC(=O)COc1nsnc1N1CCOCC1,/,4%,-10%,-2%,-1%,0%,0%,-2%
O=C(/C=C/c1ccccc1)N/C(=C/c1ccccc1)C(=O)N1CCOCC1,-3%,-3%,7%,5%,-5%,-3%,1%,-1%

# Additional compounds:
structure,L3MBTL1 inh,GAA glycogen,TRb-SRC2 inh,GAA spleen mod,RGS12 GoLoco inh,TR SRC2 fluor cs,RECQ1 helicase,GAA inhib
CCC(=O)Nc1cccc(C2=NOC3(C2)C[C@@H](C(N)=O)N(C(=O)c2cc([N+](=O)[O-])cc([N+](=O)[O-])c2C)C3)c1 (some centres undefined),/,-14%,-3%,15%,-34%,0%,10%,/
CCOC(=O)C1CCN(C(=O)CCS(=O)(=O)c2ccc3c(c2)CCN3C(=O)CC)CC1,/,9%,-8%,-21%,-5%,-2%,1%,-1%
Cc1cccc(-c2noc(-c3cc4ccccc4oc3=O)n2)c1,-4%,4%,4%,-7%,2%,-2%,12%,9%
O=C1C2C(c3ccccc3)CC=CC2C(c2cccc([N+](=O)[O-])c2)N1Cc1ccccc1 (centres undefined),/,/,5%,-2%,/,-2%,-11%,/
C=CCn1c(SCC(=O)Nc2sccc2C(N)=O)nc2ccc(Cl)cc2c1=O,-10%,1%,-7%,-6%,-3%,2%,-14%,1%
Cc1nc2ccccc2c(=O)n1NC(=O)c1cccnc1Cl,-4%,2%,2%,/,9%,-4%,i,-2%
CSc1nc(N)n2nc(C(C)(C)C)cc2n1,8%,3%,3%,3%,3%,1%,i,/
O=C(Nc1nnc(SCc2ccc(F)cc2)s1)c1ccco1,/,4%,-3%,-18%,4%,-2%,-1%,2%
O=C(CCCC(=O)N(c1ccc2c(c1)OCCO2)C(C(=O)NC1CCCCC1)c1ccc(Cl)cc1)Nc1ccccn1 (centres undefined),-2%,-1%,-3%,-5%,4%,-2%,i,-11%
CCCCCCOC(=O)c1ccc(NC(=O)c2cc(OC)c(OC)c(OC)c2Br)cc1,/,-2%,-17%,9%,-5%,-2%,i,?
CCOc1ccc(CNCCc2ccc(S(N)(=O)=O)cc2)cc1,6%,13%,-7%,-5%,-1%,-1%,i,7%
COC(=O)c1cc(C)sc1NC(=O)CCCC(=O)O,24%[11.4 µM],3%,-11%,-2%,7%,-1%,-1%,-3%
CCOC(=O)N1CCN(C(=O)Cn2cc3c(n2)CCCC3)CC1,/,1%,10%,0%,6%,-1%,-7%,0%
COc1cc(NC(=O)c2ccc(C)cc2)c(OC)cc1NC(=O)CN1CCOCC1,8%,8%,1%,-1%,2%,0%,i,-4%

# Assay outcomes: PubChem BioAssay, National Center for Advancing Translational Sciences (NCATS)

# These rows are one share of the data, so the mix of outcomes need not match the whole.
